PNC inhibitor – perinucleolar compartment assembly inhibition. 3.1% of 140,000 active. activity change (PNC), negative = inhibition, % at 10 µM. PC3M PTB-GFP, PNC prevalence imaging, 16 h; active compounds read low. AID 2417;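 active means readout at or below -70, meaning at least 70% loss of cells showing the perinucleolar compartment, a nuclear body marking cancer cells; inconclusive means readout between -30 and a set limit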;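 further: plate controls were DMSO wells for no effect and camptothecin positive control wells for full effect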
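Compounds are pinned in duplicate onto adhered PC3M cells stably expressing GFP-tagged PTB and incubated 16 h at 37 C. Cells are then fixed, nuclei stained with Hoechst, and PNC-positive cells counted.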
ALOX15B inhib – inhibitors of human 15-lipoxygenase 2 (ALOX15B). O15296. purified 15hLO-2, xylenol orange hydroperoxide absorbance. Potency, µM (doses to about 57.1 µM), without a hit: at the top dose activity change, negative = inhibition, usual class: inhibitors. 0.56% of 110,000 active. AID 881; further: potency means the concentration at half of the fitted maximal effect; nearly all actives have a fitted effect of over 60% in size; many of its hits are not listed in these tables
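Purified human 15hLO-2 (50 nM) preincubated 15 min with compound, then 45 uM arachidonic acid for 90 min at RT in 25 mM Hepes pH 7.5, 0.01% Triton X-100. Hydroperoxide detected by Fe-xylenol orange; 573/405 nm absorbance ratio.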
IMPase inh – IMPase inhibition in cells | P97697 | inhibition (IP1 accumulation), % at 46.1 µM | CHO-M1 cells, IP1 accumulation, HTRF TR-FRET ratio | AID 901 | 120,000 tested, under 10 active; active means well fitted curve in the direction sought with a large enough effect in the signal ratio, not every such curve was filed as active; inconclusive means small, poorly fitted or top-dose-only effect, or a change in a side signal; inactive means no such curve, though single readings can be large or run the other way; the % refers to the signal ratio;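 further: cells stimulated with carbachol in lithium chloride buffer; plate controls were DMSO basal wells for no effect and reference inhibitor wells for full effect; higher means more IMPase inhibition seen as more IP1 and lower FRET ratio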
Target sequence (P97697 whole entry, looked up): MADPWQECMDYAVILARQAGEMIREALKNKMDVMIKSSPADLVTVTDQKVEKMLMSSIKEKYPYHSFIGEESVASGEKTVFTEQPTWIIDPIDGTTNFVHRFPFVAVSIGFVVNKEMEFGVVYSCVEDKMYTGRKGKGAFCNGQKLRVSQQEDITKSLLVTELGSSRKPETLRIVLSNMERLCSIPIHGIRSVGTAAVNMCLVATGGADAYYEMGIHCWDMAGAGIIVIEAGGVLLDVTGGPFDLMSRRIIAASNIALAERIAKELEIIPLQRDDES
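CHO-M1, 2000 cells/well, cultured 16–30 h; cpd up to 46 uM; carbachol (50 uM solution, stimulation buffer w/ 50 mM LiCl, pH 7.4), 30 min 37C; IP-One TR-FRET, 10 min RT; Ex 320/Em 665, 620; Hill-fit AC50.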
12-hLO inh – 12-hLO (ALOX12) enzyme inhibition | P18054 | purified 12-hLO, xylenol orange hydroperoxide absorbance | Potency, µM (doses to about 57.1 µM), for the others: at the highest dose activity change, negative = inhibition, hits mostly inhibitors | 0.12% of 150,000 active | AID 1452; further: potency means the concentration at half of the fitted maximal effect; nearly all actives have a fitted effect of over 55% in size; many of its hits are not listed in these tables
Target sequence (P18054 whole entry, looked up): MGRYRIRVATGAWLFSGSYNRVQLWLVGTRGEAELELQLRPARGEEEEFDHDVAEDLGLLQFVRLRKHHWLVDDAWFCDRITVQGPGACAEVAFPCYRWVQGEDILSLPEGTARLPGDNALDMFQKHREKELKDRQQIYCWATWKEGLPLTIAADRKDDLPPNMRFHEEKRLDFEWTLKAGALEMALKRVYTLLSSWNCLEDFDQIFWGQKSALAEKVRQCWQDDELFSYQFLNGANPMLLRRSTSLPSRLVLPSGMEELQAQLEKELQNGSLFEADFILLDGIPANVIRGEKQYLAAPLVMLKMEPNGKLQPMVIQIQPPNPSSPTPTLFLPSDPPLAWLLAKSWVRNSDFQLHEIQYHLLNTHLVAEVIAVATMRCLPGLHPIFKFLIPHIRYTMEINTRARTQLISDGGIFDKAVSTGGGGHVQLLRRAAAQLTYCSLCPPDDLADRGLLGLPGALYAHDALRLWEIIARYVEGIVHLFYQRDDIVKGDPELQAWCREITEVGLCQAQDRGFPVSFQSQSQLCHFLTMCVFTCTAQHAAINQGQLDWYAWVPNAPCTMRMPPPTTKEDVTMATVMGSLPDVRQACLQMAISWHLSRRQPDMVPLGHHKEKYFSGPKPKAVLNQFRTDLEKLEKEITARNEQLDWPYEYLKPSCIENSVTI
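150 nM 12hLO, 25 mM Hepes pH 7.0 + 0.01% Triton X-100; cpd preinc 15 min RT; 40 uM arachidonic acid, 30 min RT; Fe-XO 30 min; A573/A405 ratio as read-out.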
The depositor's hits bear a star; ? = inconclusive; / = no result given; & = joins results of further samples; [ ] = remark or other dose. Unless noted, the call rests on the fitted dose curve; in most records, active means well fitted curve in the direction sought with a large enough effect; inconclusive means small, poorly fitted or top-dose-only effect, or another doubt; inactive means no such curve, though single readings can be large; an effect the other way counts as inactive or inconclusive. Unless noted, on the % scale 0 is the no-effect control and ±100 the full control effect. An excerpt; rates above refer to the full screens.

SMILES | PNC inhibitor | ALOX15B inhib | IMPase inh | 12-hLO inh
C/C=C(/C)C(=O)OC1C(OC(C)=O)[C@@]2(CO)C(O)C[C@@]3(C)C(=CCC4[C@@]5(C)CCC(OC6OC(C(=O)O)[C@@H](O[C@@H]7OC(CO)C(O)C(O)C7O)C(O)[C@H]6O[C@@H]6OC(CO)C(O)C(O)C6O)[C@](C)(CO)C5CC[C@@]43C)C2CC1(C)C (stereo not given in full) | / | -10% | / | -7%
Cc1ccc(Cn2ccc(NC(=O)c3nc4ncccn4n3)n2)cc1 | -17 | -2% | -1 | -3%
O=C(O)COc1cccc2ccccc12 | ? | -2% | -5 | -1%
COc1ccc(NC(=O)c2cc(S(=O)(=O)N(C)C)ccc2N2CCCC2)cc1Cl | 9 | / | / | -2%
CCOc1ncccc1C(=O)Nc1ccc2c(C)cc(=O)oc2c1 | ? | -1% | 8 | 1%
Cc1cc(C(=O)Nn2c(C3CCCCC3)nc3ccccc3c2=O)ccc1[N+](=O)[O-] | 4 | / | / | 3%
COc1cc(NC(=O)CN(C)S(=O)(=O)c2ccc(C)cc2)cc(OC)c1 | -1 | 7% | 11 | -10%
CCOc1ccc(N(C)S(=O)(=O)c2ccc3[nH]cc(C(=O)NCC4CCCO4)c(=O)c3c2)cc1 (stereo not given) | ? | -29% | 4 | -12%
Cc1c(NC(=O)CN2CCN(C(c3ccccc3)c3ccccc3)CC2)c(=O)n(-c2ccccc2)n1C | 17 | -6% | 6 | 4%
CCOC(=O)CSc1c(-c2cccs2)[nH]c2ccccc12 | 46 | / | / | -3%
CC12CCC(C(=O)Nc3ccccc3Cl)(C(Br)C1=O)C2(C)C (stereo not given) | 3 | / | / | 4%
O=C(Cn1cc2c(n1)CCCC2)NC1CCCCCC1 | ? | -4% | 4 | 5%
Cc1cc(C)c(C2C(C#N)=C(N)Oc3n[nH]c(C)c32)cc1CN1CCCC1 (stereo not given) | 47 | 1% | 13 | -2%
Cc1nn(-c2ccccc2)c(C)c1C1C(C#N)=C(N)Oc2n[nH]c(C)c21 (stereo not given) | -17 | / | 14 | 0%
CCOC(=O)CSc1nnc(CNc2cccc(Cl)c2)n1C | ? | / | 4 | -3%
CCCCCCCCCCCCCCCCCCNC(=O)OC[C@@H](COP(=O)([O-])OCC[n+]1ccsc1)OC | / | -23% | 1 | 2%
CCn1c(C(=O)N2CCC(C(=O)NCCCSC3CCCCC3)CC2)cc2sccc21 | -18 | ? | 18 | -24%
O=C(Nc1nc2ccccc2n1Cc1ccccc1)c1ccc(COc2ccccc2[N+](=O)[O-])o1 | 23 | 2% | ? | 2%
Cc1ccc2c(CC(=O)OCc3nc(N)nc(Nc4ccccc4C)n3)coc2c1 | ? | 33%[activator] | 4 | -12%
COc1ccc2c(c1)c(CC(=O)O)c(C)n2C(=O)c1ccccc1 | / | -4% | -4 | -5%
C[C@H](NC(=O)Nc1ccc2c(c1)OCCO2)C(=O)O | 22 | 5% | -6 | -5%
Cn1c(NN)nc2sc3c(c2c1=O)CCC3 | 1 | 12% | 7 | -16%
CCSc1sccc1C1C(C#N)=C(N)N(c2cccnc2)C2=C1C(=O)CCC2 (stereo not given) | ? | -5% | 9 | -2%
COCCn1c(CCC(=O)O)nc2c1c(=O)[nH]c(=O)n2CC(C)C | -8 | 1% | -7 | -1%
C/C(=N\NC(=O)c1nc(C)cc(C)n1)c1ccccc1 | ? | -4% | -1 | 2%
CN(CC(=O)Nc1cc([N+](=O)[O-])ccc1Cl)Cc1ccc(Br)cc1 | ? | / | 15 | -12%
Nn1c(SCC(=O)N2CCOCC2)nnc1-c1ccc(Cl)cc1Cl | 19 | 0% | 8 | 2%
O=C(CSc1cn(CCNC(=O)c2cccs2)c2ccccc12)NC1CCCCC1 | 3 | -2% | 7 | -2%
CCCN(CCC)C(=O)CSc1ncccc1C(=O)O | 16 | / | / | -2%
CN(CC(=O)NC1CCCc2ccccc21)S(=O)(=O)c1ccc2c(c1)c(=O)n(C)c(=O)n2C (stereo not given) | 11 | 1% | 0 | 0%
CC(=O)c1c(N2CCN(c3ccc(F)cc3)CC2)nc(=S)n(-c2ccccc2)c1C | ? | / | / | -2%
CCOC(=O)CCc1c(C)c(C#N)c2nc3ccccc3n2c1-n1ccnc1C | 6 | 5% | -8 | -3%
CCCOc1ccc(C(=O)C(CN2CCCC2)c2ccccc2)cc1 (stereo not given) | -113* | / | / | -2%
Cc1ccc(-n2[nH]c(C)c(C=Nc3ccc(S(=O)(=O)Nc4nc(C)cc(C)n4)cc3)c2=O)c(C)c1 | ? | / | -1 | 0%
COc1nc(N)nc(CC(=O)C2CC2)n1 | -5 | 5% | -3 | 0%
CCc1ccc(-c2csc(NC(=O)C3=NN(c4ccccc4)C(=O)CC3)n2)cc1 | 36 | / | / | -4%
CC(C1CC1)N(C(=O)NC1CCS(=O)(=O)C1)c1ccccc1 (stereo not given) | 19 | 6% | -8 | 3%
Cc1ccc(S(=O)(=O)N/N=C/c2cccn2-c2ccc(Cl)cc2)cc1 | 56 | -26% | 0 | -3%
O=C(O)CCC(=O)Nc1ccc(Br)cn1 | 10 | 3% | 5 | 0%
Cc1onc(C(=O)N2C(C)CCCC2C)c1[N+](=O)[O-] (stereo not given) | 26 | / | -9 | 5%

Shown in markdown: entries from further up.
| molecule | PNC inhibitor | ALOX15B inhib | IMPase inh | 12-hLO inh |
| --- | --- | --- | --- | --- |
| COc1nc(N)nc(CC(=O)C2CC2)n1 | -5 | 5% | -3 | 0% |
| CCc1ccc(-c2csc(NC(=O)C3=NN(c4ccccc4)C(=O)CC3)n2)cc1 | 36 | / | / | -4% |

Other results follow:
SMILES | PNC inhibitor | ALOX15B inhib | IMPase inh | 12-hLO inh
COc1cc2c(cc1NC(=O)CCCCCN1C(=O)CCC1=O)oc1ccccc12 | 34 | -17% | -7 | -6%
O=C(O)CSc1nc(-c2ccc(Cl)cc2)nc2c1oc1ccccc12 | -87* | / | / | 7%
CC(C)c1ccc(CC(C)C2C3=C(CCCC3=O)OC3=C2C(=O)CCC3)cc1 (stereo not given) | 10 | -3% | -2 | -2%
Nc1nnc(CSc2ccc(Cl)cc2)s1 | ? | -10% | 3 | -3%
CC(NC(=O)C1CCC1)c1ccc(Cl)cc1 (stereo not given) | 35 | 0% | -3 | 1%
Cc1ccc(Oc2nc3ccccc3n3c(C)nnc23)c(C)c1 | -27 | -1% | 5 | 0%
COc1cccc(-n2c(Cc3cc(=O)[nH]c(=O)[nH]3)nnc2SC(C)C)c1 | -27 | -7% | -7 | -1%
O=C(NCc1ccc(F)cc1)c1cc2c(s1)CCCC2 | ? | -15% | 0 | -4%
CC[C@H]1C(c2ccccc2)=NN(c2ccccc2)[C@@H]1CO | / | -17%[0.0915 µM] | / | -6%[0.00818 µM]
CCOC(=O)N1CCN(C(=O)c2ccc(OC)c(OC)c2)CC1 | 21 | 7% | 2 | 4%
C[C@]1(C(=O)NCCCNc2ncc(C(F)(F)F)cc2Cl)C=C[C@@H](Cc2ccccc2)N1C(=O)c1ccccc1 | 19 | 2% | / | -1%&-3%
C=C1c2cccc(OC)c2O[C@H](C(=O)OCC)[C@@H]1CCCCCC | / | ? | / | -5%[0.00818 µM]
CC(=O)Nc1nc2ccccc2n1CCN(C)C | ? | 1% | -4 | 1%
CCOC(=O)C1CCCN(C(=O)COc2ccccc2O)C1 (stereo not given) | ? | 6% | 12 | -10%
O=C(CN1C(=O)CCSc2ccccc21)Nc1ccc2c(c1)OCCO2 | 5 | -6% | 5 | -11%
CCOc1ccc(N/C(SC)=C(/C#N)C(N)=O)cc1 | 137 | 2% | 5 | -5%
Cn1cccc1C(=O)NC(=O)COC(=O)CC12CC3CC(CC(Br)(C3)C1)C2 | -17 | -1% | -5 | -2%
C=CCn1cc(-c2ccccc2)cc(C#N)c1=O | ? | 2% | -3 | -1%
COC(=O)c1ccc(NC(=O)c2ccccc2NS(C)(=O)=O)cc1 | -104* | 6%[2.29 µM] | 15 | 7%
CCCC1(C(=O)OC)C=C2C(=C(C(C)C)C(=O)C2C)CN1 (stereo not given) | / | -5% | / | 1%

Two records picked at random from the list so far:
SMILES | PNC inhibitor | ALOX15B inhib | IMPase inh | 12-hLO inh
CC[C@H]1C(c2ccccc2)=NN(c2ccccc2)[C@@H]1CO | / | -17%[0.0915 µM] | / | -6%[0.00818 µM]
O=C(NCc1ccc(F)cc1)c1cc2c(s1)CCCC2 | ? | -15% | 0 | -4%

(cont.)
SMILES | PNC inhibitor | ALOX15B inhib | IMPase inh | 12-hLO inh
COc1ccc(-n2nc(C(=O)N3CCN(c4ccc(F)cc4)CC3)c3ccccc3c2=O)c(OC)c1 | 5 | 3% | 16 | -4%
Cc1cc(C)c(S(=O)(=O)N2C=CC(C(F)(F)F)=NCC2)c(C)c1 | ? | 7% | 3 | -7%
COc1ccc2[nH]c(C)c(CCNC(=S)Nc3cc(C)ccc3C)c2c1 | -5 | / | / | -3%
CCOc1ccc(N(C(C)=O)c2nc(C)cc(C)c2C#N)cc1 | -14 | / | 4 | 3%
O=S(=O)(Nc1nc2ccccc2s1)c1ccc(Cl)s1 | -18 | -9% | 2 | -7%
CCOc1ncccc1C(=O)OCC(=O)Nc1cc(S(=O)(=O)N2CCOCC2)ccc1C | -16 | / | / | -2%
CC(=O)Nc1ccc(C(=O)OCc2ccc(Cl)cc2)cc1 | 59 | 18% | -3 | 6%
O=C(CCc1ccc(S(=O)(=O)N2CCOCC2)cc1)Oc1ccccc1 | -2 | 1% | -21 | -5%
CCOC(=O)C1CCN(c2c(NC3CCCc4ccccc43)c(=O)c2=O)CC1 (stereo not given) | 33 | / | 2 | 0%
COC(=O)c1ccc(COc2ccc3c(C)c(C)c(=O)oc3c2C)o1 | ? | 3% | 5 | 1%
COc1ccc(-c2c(N)nnc3c2[nH]c2ccccc23)cc1OC | 13 | 23% | -7 | -5%
O=C1/C(=C/c2ccccc2)N=C(N2CCOCC2)N1c1cccc(Cl)c1 | -20 | / | / | -2%
COc1cc(OC)c(C2C(C(=O)N3CCOCC3)=C(C)NC3=C2C(=O)CC(C)(C)C3)cc1OC (stereo not given) | -13 | 5% | -6 | 15%
COc1cc(C2c3c(oc4ccccc4c3=O)C(=O)N2Cc2ccncc2)ccc1O (stereo not given) | -8 | 5% | 9 | -5%
CC12CC3CC(C)(C1)CC(CN1CCOCC1)(C3)C2 | ? | 11% | 5 | 1%
O=C(OCC(=O)N1CCc2ccccc21)c1ccc(Cl)nc1 | -20 | -4% | 6 | -4%
c1ccc(C2=Nc3ccccc3SC2c2nc3ccccc3[nH]2)cc1 (stereo not given) | -3 | 25µM* | 0 | ?
Cc1cc(C(=O)COc2cccc(-n3cnnn3)c2)c(C)n1-c1ccccc1 | ? | -3% | -3 | -10%
O=[N+]([O-])c1ccc(Oc2cccc(Br)c2)c2ccncc12 | 6 | 20% | 6 | 3%
CCOc1cc(/C=N/NC(=O)Cc2ccc(C(F)(F)F)cc2[N+](=O)[O-])c(Br)cc1OC | 33 | -6% | -1 | 2%
O=CN(CCN(C=O)CN1CCCCC1)CN1CCCCC1 | 23 | 4% | 6 | -6%
O=C(COC(=O)c1ccccc1-c1nc2ccccc2s1)NC1CCS(=O)(=O)C1 (stereo not given) | -6 | / | / | -3%
COc1ccc(NCc2n[nH]nc2-c2ccccc2)cc1Cl | ? | 2% | 4 | -3%
CCCN(CCC)CCCNC(=S)Nc1ccc2nc3n(c(=O)c2c1)CCCCC3 | -15 | / | / | -2%
O=C(c1ccc(CNc2c(N3CCCC3)c(=O)c2=O)cc1)N1CCN(C2CCCCC2)CC1 | 29 | / | / | -2%
CCOC(=O)c1c(C)[nH]c(C(=O)/C(C#N)=C/c2ccc(OC(F)F)c(OC)c2)c1C | -14 | / | / | -4%
O=C(O)c1ccc(Sc2nnnn2-c2ccccc2)c([N+](=O)[O-])c1 | 0 | -7% | -3 | -5%
CCCCNC(=O)C(=O)NC(C)CCc1ccccc1 (stereo not given) | -13 | 5% | -2 | -3%
Cc1cc(C(=O)N2CCN(c3ncccn3)CC2)c2cc(F)ccc2n1 | 13 | 2% | -2 | -3%
